GAA glycogen mod – GAA glycogen-cleavage inhibition or activation. P10253. recombinant GAA, glycogen substrate, Amplex Red glucose oxidase fluorescence. Potency, µM (series often up to 76.4 µM), without a hit: at the highest dose activity change, negative = inhibition, most hits filed as inhibitors. 300,000 compounds, 0.38% hits. AID 2100; active means well fitted inhibition curve with a large enough effect; inconclusive means small, poorly fitted or top-dose-only effect, or another doubt; inactive means no such curve, though single readings can be large or run the other way;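 further: 0% = full enzyme reaction and -100% = no-enzyme basal signal; the screen sought inhibitors and activators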
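Recombinant enzyme (4 nM final) with compounds titrated up to 77 uM and bovine liver glycogen (30 ug) in citrate pH 5.0, 0.01% Tween-20, 37 C 40 min. Released glucose detected by Amplex Red/glucose oxidase (Ex 573/Em 610); AC50 from Hill fits.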
An asterisk follows results filed as active; ? = inconclusive; [ ] = another dose, or the depositor's remark. Potency means the concentration at half of the fitted maximal effect. An excerpt, so the mix of outcomes need not match the whole.

GAA glycogen mod	smiles
-15%	CC(C)NS(=O)(=O)c1ccc(NC(=O)Cc2ccsc2)cc1
16%[76.3 µM]	COc1ccc(C(=O)Nc2ccc(Nc3ccccc3)cc2)cc1[N+](=O)[O-]
-20%[76.3 µM]	COc1ccc(N2CCN(c3ccc(NC(=O)/C=C\C(=O)O)cc3)CC2)cc1
3%	O=C(c1ccccc1Cl)N1CCN(S(=O)(=O)N2CCCCC2)CC1
-7%[76.3 µM]	Cc1ccc2c(c1)c1nc3ccccc3nc1n2C
13%[76.3 µM]	CCCCC(CC)C(=O)Nc1cc(C(=O)NCc2ccc(C)cc2)ccc1N1CCC2(CC1)CC(c1ccccc1)=NO2 (stereo not drawn)
3%[76.3 µM]	O=C(NCCOc1ccccc1F)c1cc([N+](=O)[O-])ccc1N1CCOCC1
8%[76.3 µM]	COc1ccccc1CNC(=O)c1ccc(CS(=O)(=O)c2ccccc2)o1
7%	COc1ccc(C2C(C(=O)c3ccco3)=C(O)C(=O)N2c2nnc(C)s2)cc1OC (stereo not drawn)
-2%	O=C(NN=C1CCCC1)c1ccc(Cl)cc1
-1%[76.3 µM]	CCCCCCCCCCCCN1C/C(=C\C(=O)OCC)c2ccccc2S1(=O)=O
3%	COc1ccc(-c2cc(C(=O)Nc3cc(C)ccc3O)no2)cc1
-16%	O=C(/C=C(\O)c1ccccc1)C(=O)NNC(=O)c1ccccc1[N+](=O)[O-]
0%	O=C(Nc1ccc(S(=O)(=O)N2CCCC2)cc1)C1CCCCC1
-1%[76.3 µM]	CCOc1ccc(/C=N/NC(=O)C2CC2)c(OCC)c1
0%	Cc1ccccc1/C=N/n1c(COc2ccccc2)n[nH]c1=S
-2%	O=C(Nc1ccsc1C(=O)O)c1cccc(Oc2ccccc2)c1
3%	CC1(NC(=O)NCCCCCCNC(=O)NC2(C)CCS(=O)(=O)C2)CCS(=O)(=O)C1 (stereo not drawn)
5%[76.3 µM]	CCN(Cc1ccncc1)C(=O)c1cc(COc2c(C)cccc2C)on1
-10%[76.3 µM]	CCCc1ccc2oc(C(=O)N(Cc3ccncc3)CC3CCCO3)c(C)c2c1 (stereo not drawn)

(more compounds)
GAA glycogen mod	smiles
-15%[76.3 µM]	CCOC(=O)CC1(NC(=O)c2cc(COc3c(F)cccc3F)on2)CCCCC1
12%	Cc1cc(C(=O)O)cc(S(=O)(=O)NNC(=O)c2cccs2)c1C
3%[76.3 µM]	O=C(C1CCCO1)N1CCN(S(=O)(=O)c2cc(F)ccc2F)CC1 (stereo not drawn)
-3%	CCOC(=O)c1ccc(N2C(=O)Cc3ccccc3C2=O)cc1
-3%[76.3 µM]	Cc1ccc(Cl)cc1NS(=O)(=O)Cc1ccccc1
9%[76.3 µM]	O=C1c2ccccc2-c2onc3c(N4CCN(CCO)CC4)cc(N4CCN(C(=O)c5ccco5)CC4)c1c23
2%	O=[N+]([O-])c1ccc(Oc2ccc(S(=O)(=O)N3CCOCC3)cc2)cc1
7%[76.3 µM]	Cc1ccc(/C(O)=C2\C(=O)C(=O)N(C)C2c2ccccc2[N+](=O)[O-])cc1 (stereo not drawn)
-10%	CC(C)c1ccc(NC(=O)CCNC(=O)Cn2ccc3ccccc3c2=O)cc1
10%	COc1ccccc1/C=C/C(=O)OCCN1C(=O)c2ccccc2C1=O
-4%[76.3 µM]	CCOc1ccc(CCNC(=O)C(C)n2nc(C)c3c(C)n(-c4ccccc4)nc3c2=O)cc1 (stereo not drawn)
0%	COC(=O)c1sc(N/N=C/c2ccc(C(C)C)cc2)nc1C
9%	Cc1ccc(S(=O)(=O)NC2=NCN(C(C)C)CN2)cc1
-9%[76.3 µM]	CC1(C)Cc2c(cnn2-c2ccc(F)cc2)C(NC(=O)C2CCC2)C1 (stereo not drawn)
-8%[76.3 µM]	CCc1nnc(SCC(=O)Nc2ccc(N3CCOCC3)cc2)n1C
16%[76.3 µM]	NS(=O)(=O)c1ccc(CCNC(=O)CC(c2ccccc2)c2ccccc2)cc1
1%	Cc1c(CC(=O)NCCCC(=O)O)c(=O)oc2cc3c(cc12)CCC(C)(C)O3
-10%[76.3 µM]	COc1cc2c(cc1NC(=O)CCC(=O)O)oc1ccccc12
-8%	Cc1cccc(N2CC(C(=O)Nc3nccs3)CC2=O)c1C (stereo not drawn)
1%[76.3 µM]	O=c1[nH]c(/C=C/c2ccccc2F)nc2ccccc12

For reference, some entries already given.
GAA glycogen mod	smiles
-9%[76.3 µM]	CC1(C)Cc2c(cnn2-c2ccc(F)cc2)C(NC(=O)C2CCC2)C1 (stereo not drawn)
-8%[76.3 µM]	CCc1nnc(SCC(=O)Nc2ccc(N3CCOCC3)cc2)n1C
16%[76.3 µM]	NS(=O)(=O)c1ccc(CCNC(=O)CC(c2ccccc2)c2ccccc2)cc1
1%	Cc1c(CC(=O)NCCCC(=O)O)c(=O)oc2cc3c(cc12)CCC(C)(C)O3
-10%[76.3 µM]	COc1cc2c(cc1NC(=O)CCC(=O)O)oc1ccccc12
-8%	Cc1cccc(N2CC(C(=O)Nc3nccs3)CC2=O)c1C (stereo not drawn)
1%[76.3 µM]	O=c1[nH]c(/C=C/c2ccccc2F)nc2ccccc12

Following part.
GAA glycogen mod	smiles
-6%	CC(=O)Oc1ccc(/C=N/NC(=O)c2ccc(N(C)S(=O)(=O)c3ccccc3)cc2)cc1
-1%[76.3 µM]	COc1ccc(CNCCCSc2ncccn2)cc1OC
-4%	Cc1ccc(CN2C(=O)CSC2c2ccccc2F)cc1 (stereo not drawn)
3%	C=CCNC(=O)c1cnn(-c2ccccc2)c1-c1ccccc1
9%[76.3 µM]	C[C@@H](NC(=O)[C@@H]1Cc2ccccc2CN1)C(=O)Nc1ccc2c(c1)OCO2
0%	COc1cccc(/C=C/c2ccc3cccc(O)c3n2)c1
3%	CCc1nnc(NC(=O)c2ccc(COc3ccccc3C)o2)s1
4%[76.3 µM]	COc1ccc(OC)c(S(=O)(=O)NCc2ccccn2)c1
2%	COc1ccc2cc(C(=O)O)n(CC(=O)c3ccccc3)c2c1
3%[76.3 µM]	COc1cccc(C(=O)NC(C)CCc2ccccc2)c1 (stereo not drawn)
-2%	CCc1nnc(NC(=O)CSc2nc(C)cs2)s1
-3%[76.3 µM]	O=C(CC1C(=O)NCCN1Cc1ccccc1C(F)(F)F)NC1CCCC1 (stereo not drawn)
2%	CCCC(NC(=O)Cc1c(C)c2c(cc(C)c3c(C)coc32)oc1=O)C(=O)O (stereo not drawn)
-16%[76.3 µM]	O=c1ccc(-c2ccc(S(=O)(=O)N3CCN(c4ccccc4)CC3)o2)n[nH]1
8%[76.3 µM]	COc1ccc(-n2ncc3c2CC(C)(C)CC3NC(=O)Cc2nonc2C)cc1 (stereo not drawn)
-4%	Cc1cccc2nc3c(nc12)CCCC3
-14%[76.3 µM]	COc1ccc(S(=O)(=O)N2CCCC(C(=O)NCC3CCCO3)C2)cc1C (stereo not drawn)
1%	O=C(c1cc2cc(F)ccc2[nH]1)N1CCc2ccccc21
3%	CCOc1ccc(N2CC(C(=O)Nc3ccc4c(c3)OCCO4)CC2=O)cc1 (stereo not drawn)
-5%[76.3 µM]	Cc1cc(C)c(C(=O)N(C)C2CCCN(Cc3ccccc3F)C2)o1 (stereo not drawn)

Molecules shown so far with an aryl thioether with sulfur outside any ring (3):
GAA glycogen mod	smiles
-8%[76.3 µM]	CCc1nnc(SCC(=O)Nc2ccc(N3CCOCC3)cc2)n1C
-1%[76.3 µM]	COc1ccc(CNCCCSc2ncccn2)cc1OC
-2%	CCc1nnc(NC(=O)CSc2nc(C)cs2)s1

New compounds follow.
GAA glycogen mod	smiles
5%[76.3 µM]	CCOCCc1nnc(NC(=O)CS(=O)(=O)Cc2ccccc2)s1
-3%[76.3 µM]	CCNC(=S)Nc1ccc(OCc2nc3ccccc3s2)cc1
21%[76.3 µM]	COC(=O)[C@@H](NCc1cccc(CN([C@H](C(=O)OC)C(C)C)S(C)(=O)=O)c1)C(C)C
-2%	Cc1ccccc1OCC(=O)NCCNC(=O)c1ccncc1
3%	Cn1c(CO)cnc1SCC(=O)c1ccc(F)cc1
3%	CCOC(=O)NC(=O)c1cn(-c2ccc(OC)cc2)c(=O)[nH]c1=O
-1%	O=S(=O)(CCc1ccncc1)c1ccc(Cl)cc1
-8%[76.3 µM]	C[C@H](NC(=O)[C@H]1N2C(=O)c3ccccc3C2SC1(C)C)C(=O)N1CCC[C@H]1CO (stereo partly drawn)
4%[76.3 µM]	O=C(NC(O)C(=O)c1ccc(F)cc1)c1ccc(F)cc1 (stereo not drawn)
2%[76.3 µM]	O=C1NC(c2ccc(F)cc2)Oc2ccccc21 (stereo not drawn)
0%	COc1ccccc1CNC(=O)CN1C(=O)NC(C)(c2ccc(C(C)(C)C)cc2)C1=O (stereo not drawn)
7%	Cc1ccccc1-c1noc(CCC(=O)NCCc2ccccc2)n1
2%[76.3 µM]	COc1ccccc1CC(=O)Nc1ccc2[nH]ncc2c1
2%[76.3 µM]	CCc1cccc(NC(=O)c2cccc3c2C(=O)N(CC2CCCO2)C3)c1 (stereo not drawn)
-2%[76.3 µM]	O=C(O)c1cccc2c1C(=O)N(C1CCCC1)C2
-1%[76.3 µM]	O=C(CN1CCN(Cc2ccccc2)CC1)NCc1ccc(Cl)cc1
7%[76.3 µM]	CCn1cc(C(=O)N2CC(C)CC(C)C2)c(=O)c2cc(S(=O)(=O)N3CCCC3)ccc21 (stereo not drawn)
-1%	CCC(=O)Nc1nnc(SCC(=O)NC2CCCC2)s1
-3%[76.3 µM]	CC(=O)c1ccc(OCCCC(=O)Nc2cc(Cl)ccc2-n2cncn2)cc1
-2%[76.3 µM]	CCOc1cc(C2Nc3ccccc3NC3=C2C(=O)CC(C)(C)C3)ccc1O (stereo not drawn)

Next section
GAA glycogen mod	smiles
-9%	Cc1ccc(S(=O)(=O)N2CCCC(C(=O)NCC3CCCO3)C2)cc1 (stereo not drawn)
-20%[76.3 µM]	Cc1ccc(C)c(NC(=O)C2CCCN(c3cnccn3)C2)c1 (stereo not drawn)
8%[76.3 µM]	CC1CCN(C2(O)C(=O)Nc3ccc(Cl)cc32)CC1 (stereo not drawn)
-6%	CCOc1ccc(S(=O)(=O)N2CCN(Cc3ccc4c(c3)OCO4)CC2)cc1C
2%[76.3 µM]	COCc1ccc(C(=O)N2CCCC(N3CCN(c4ccccc4C)CC3)C2)s1 (stereo not drawn)
-2%[76.3 µM]	Cc1ccsc1C(=O)N1CCCC(N(C)Cc2ccccc2)C1 (stereo not drawn)
0%[76.3 µM]	COc1cccc(/C=N/NC(=O)CC(C)O)c1OC/C=C/c1ccccc1 (stereo not drawn)
-8%	COc1cc(OC)cc(C(=O)N2CCC(C(=O)N3CCOCC3)CC2)c1
-16%	O=c1[nH]c2ccc(NCc3ccc(OCc4ccccc4Cl)cc3)cc2[nH]1
-10%[76.3 µM]	CCCNC(=O)C1CCCN(S(=O)(=O)c2ccc3c(c2)CC(C)N3C(=O)C2CC2)C1 (stereo not drawn)
0%[76.3 µM]	O=C(NCc1ccco1)/C(=C/c1ccc(Br)cc1)NC(=O)c1ccco1
-16%[76.3 µM]	COc1ccccc1CCNC(=O)Cn1ccc2cc(S(=O)(=O)N3CCC(C)CC3)ccc21
-4%[76.3 µM]	CC1CCN(C(=O)Cn2c3ccc(F)cc3c3nc4n(c(=O)c32)CCCS4)CC1
1%	CCN1CCN(c2nc3c(C)cccn3c(=O)c2/C=C(\C#N)C(=O)NC)CC1
2%[76.3 µM]	CC1(C)Cc2c(cnn2-c2ccccc2)C(NC(=O)CCCN2CCCCC2=O)C1 (stereo not drawn)
-18%	O=C(NC(=S)NNC(=O)c1ccccc1O)c1cccc([N+](=O)[O-])c1
-14%[76.3 µM]	COc1cccc(OCc2cc(C(=O)N3CCN(c4ccccc4OC)CC3)no2)c1
-6%[76.3 µM]	CCN(Cc1ccccc1)C(=O)CCNS(=O)(=O)c1cc(Br)cnc1N
-15%[76.3 µM]	CN1CCN(c2ccc(C(CC(N)=O)NC(=O)Cc3cccc4ccccc34)cc2[N+](=O)[O-])CC1 (stereo not drawn)
-3%[76.3 µM]	CC(Sc1ccccc1)C(=O)N1CCN(S(=O)(=O)c2ccccc2)CC1 (stereo not drawn)

An excerpt of these results, with each value named.
canonical_smiles: O=C(NC(=S)NNC(=O)c1ccccc1O)c1cccc([N+](=O)[O-])c1
  GAA glycogen mod: -18%

canonical_smiles: COc1cccc(OCc2cc(C(=O)N3CCN(c4ccccc4OC)CC3)no2)c1
  GAA glycogen mod: -14%[76.3 µM]

canonical_smiles: CCN(Cc1ccccc1)C(=O)CCNS(=O)(=O)c1cc(Br)cnc1N
  GAA glycogen mod: -6%[76.3 µM]

canonical_smiles: CN1CCN(c2ccc(C(CC(N)=O)NC(=O)Cc3cccc4ccccc34)cc2[N+](=O)[O-])CC1 (stereo not drawn)
  GAA glycogen mod: -15%[76.3 µM]

(cont.)
GAA glycogen mod	smiles
-2%[76.3 µM]	C/C(=N\NC(=O)c1c([N+](=O)[O-])c(C)nn1C)c1ccc(NC(=O)C2CCCC2)cc1
6%	N#Cc1ccc(CN2CCN(CC(=O)NCCc3ccc(Cl)cc3Cl)CC2)cc1
2%	COc1ccc(OC)c(NC(=O)CSc2n[nH]c(-c3cccnc3)n2)c1
8%	ClC(Cl)(Cl)c1nc2ccccc2n2nncc12
?	COC(=O)C1=C(C)N(Cc2ccccc2)C(=NCC(C)C)N[C@H]1c1ccccc1
-6%[76.3 µM]	CCCN(C(=O)CCSc1ccc(F)cc1)c1c(N)n(Cc2ccccc2)c(=O)[nH]c1=O
1%	Cc1ccc2cc(CCNS(=O)(=O)c3ccc(Br)cc3)c(=O)[nH]c2c1C
-9%[76.3 µM]	COc1ccc(S(=O)(=O)N2CCCC(C(=O)NC3CCCC3)C2)cc1OC (stereo not drawn)
